# CHRM5 agonist – agonists of human muscarinic M5 receptor (CHRM5) | AID 624037 | P08912 | 360,000 tested, 0.19% active | CHO-K1 hM5 cells, Fluo-8 calcium fluorescence; 0% DMSO wells, 100% maximal acetylcholine response | activation, % at 3 µM;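 active = activation above the run's mean over test compounds plus 3 SD, cut at about 23% in these data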;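 note: signal is peak over basal fluorescence ratio across the kinetic read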
# Target sequence (P08912 whole entry, looked up): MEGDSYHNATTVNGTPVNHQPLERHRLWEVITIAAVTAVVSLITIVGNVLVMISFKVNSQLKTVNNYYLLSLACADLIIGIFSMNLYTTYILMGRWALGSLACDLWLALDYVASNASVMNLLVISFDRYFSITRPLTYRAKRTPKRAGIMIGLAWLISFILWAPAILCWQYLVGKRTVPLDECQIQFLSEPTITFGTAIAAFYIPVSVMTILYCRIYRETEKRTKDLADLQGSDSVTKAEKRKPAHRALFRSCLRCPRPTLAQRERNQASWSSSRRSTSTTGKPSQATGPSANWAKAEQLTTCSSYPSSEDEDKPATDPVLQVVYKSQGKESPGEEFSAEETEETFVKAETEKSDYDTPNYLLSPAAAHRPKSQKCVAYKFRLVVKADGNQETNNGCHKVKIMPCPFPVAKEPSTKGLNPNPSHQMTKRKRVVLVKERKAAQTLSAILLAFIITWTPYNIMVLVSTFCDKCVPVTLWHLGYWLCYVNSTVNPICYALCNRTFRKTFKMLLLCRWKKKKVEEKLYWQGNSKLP
# M5 PAM – potentiates acetylcholine response at human M5 receptor | activation, % at 3 µM | CHO-K1 hM5, Fluo-8 calcium, ACh EC20 PAM; 0% = ACh EC20, 100% = ACh EC100 | AID 624038 | P08912 | 360,000 tested, 0.3% active;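 active = activation above the run cutoff, the mean activation of all test compounds plus 3 SD, cut at about 18% in these data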
#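 system = human M5 receptor in CHO-K1 cells | compound = one concentration, 3 µM final (nominal) | schedule = Post-acetylcholine fluorescence recording 140 s | signal = Fluo-8 calcium dye fluorescence, kinetic read | benchmarks = low control EC20 acetylcholine (0%), high control EC100 acetylcholine (100%) | repeats = singlicate, one well per test compound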
# M1 antag – human CHRM1 antagonism. inhibition, % at 3 µM. 360,000 tested, 1.3% active. CHO-K1 hM1, Fluo-8 calcium fluorescence, ACh EC80 antagonist. P11229;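 active = percent inhibition above its own plate's cutoff, namely the mean of that plate's compound wells plus 3 SD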;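 note: peak over basal fluorescence ratio during 140 s after agonist addition; 0% = ACh EC80 plus DMSO and 100% = DMSO alone without agonist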
# M4 PAM – CHRM4 positive allosteric modulation; 360,000 tested, 0.4% active; P08173; activation, % at 3 µM; CHO-K1 hM4/Gqi5, Fluo-8 calcium fluorescence, ACh EC20; 0% = ACh EC20, 100% = maximal ACh;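 active = activation above its plate's cutoff, the mean activation of sample wells plus 3 SD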; note: some results filed as inactive read as strong as hits
# Target sequence (P08173 whole entry, looked up): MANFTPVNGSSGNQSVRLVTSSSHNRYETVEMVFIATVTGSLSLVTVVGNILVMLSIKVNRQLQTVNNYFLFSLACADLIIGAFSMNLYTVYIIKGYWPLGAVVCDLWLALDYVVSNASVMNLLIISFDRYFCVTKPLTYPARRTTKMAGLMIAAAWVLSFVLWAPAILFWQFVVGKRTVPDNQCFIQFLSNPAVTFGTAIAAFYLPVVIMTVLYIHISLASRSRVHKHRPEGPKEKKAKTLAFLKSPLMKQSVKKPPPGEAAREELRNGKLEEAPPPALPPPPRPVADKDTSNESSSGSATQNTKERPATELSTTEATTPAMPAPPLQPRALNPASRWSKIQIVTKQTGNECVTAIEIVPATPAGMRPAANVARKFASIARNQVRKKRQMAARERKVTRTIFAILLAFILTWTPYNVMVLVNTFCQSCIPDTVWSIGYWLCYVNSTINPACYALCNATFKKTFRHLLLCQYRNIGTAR
# CHRM4 agonist – agonists of human muscarinic M4 receptor (CHRM4) | CHO-K1 hM4/Gqi5, Fluo-8 calcium fluorescence; vehicle 0%, full acetylcholine response 100% | P08173 | 360,000 tested, 0.14% active | AID 624127 | activation, % at 3 µM;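 active = activation above the run mean over all test wells plus 3 SD, cut at about 32% in these data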;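 note: peak over basal fluorescence ratio per well then scaled between controls; 0% = DMSO wells and 100% = acetylcholine at EC100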
# CHRM1 PAM – potentiates human M1 receptor response to acetylcholine | P11229 | CHO-K1 hM1, Fluo-8 calcium fluorescence, ACh EC20; 0% = ACh EC20, 100% = maximal ACh | activation, % at 3 µM | 360,000 tested, 0.088% active; in the data active = activation above about 19%, passing the limit was not always enough
# CRFBP-R2 agonist – CRF-BP/CRF-R2 complex agonism | activation, % at 13.2 µM | HEK293 CRF-R2/CRF-BP, calcium dye fluorescence (FLIPR); percent of saturating CRF peptide response | 350,000 tested, 0.46% active;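 active = activation of at least 50%, plus an integration ratio under a set limit after plate pattern correction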;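 note: plate controls were neutral control wells without compound for no effect and CRF at EC100 for full effect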
# CHRM4 antagonist – antagonists of human muscarinic M4 receptor (CHRM4); inhibition, % at 3 µM; CHO-hM4 cells, ACh EC80, Fluo-8 calcium fluorescence; 360,000 tested, 0.73% active; P08173;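 active = inhibition above its plate's cutoff, the mean inhibition of sample wells plus 3 SD, cut at about 27% in these data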;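 note: 0% = acetylcholine EC80 with DMSO and 100% = DMSO without agonist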
# CHRM5 antagonist – antagonists of human muscarinic M5 receptor (CHRM5); AID 624040; P08912; inhibition, % at 3 µM; CHO-hM5 cells, Fluo-8 calcium fluorescence, ACh EC80; 360,000 tested, 0.59% active;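 active = inhibition above a per-plate cutoff, the mean of that plate's test compounds plus 3 SD, cut at about 27% in these data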;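 note: 0% = acetylcholine EC80 with DMSO and 100% = DMSO without agonist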
# The depositor's hits bear a star; · = not tested or not shown.
SMILES,M4 PAM,CHRM5 antagonist,M1 antag,CHRM4 agonist,CRFBP-R2 agonist,CHRM1 PAM,M5 PAM,CHRM4 antagonist,CHRM5 agonist
C[C@H](NC(=O)[C@H]1N2C(=O)c3ccccc3C2SC1(C)C)C(=O)N1CCN(C)CC1 (stereo partly specified),2.2,-5.4,-9.3,1.1,3.0,3.6,2.3,-20.5,-6.2
COc1cccc(N2CCN(CC(=O)NCc3ccccc3)CC2)c1,-1.4,11.7,-14.4,1.6,0.5,5.0,4.0,-8.8,-6.2
Cc1ccccc1-n1c(=O)cc(N2CCC3(CC2)OCCO3)[nH]c1=O,12.8,5.8,3.2,-0.1,1.8,-2.1,-4.5,-14.3,-1.4
Cc1nnc(SCc2ccc(CSc3nnc(C)c(=O)[nH]3)cc2)[nH]c1=O,6.8,2.5,-10.0,0.0,3.8,2.1,-5.4,1.2,-5.3
CNC(=S)N1C2CCCC1CC(NC(=O)c1ccc(C)cc1)C2 (stereo unspecified),-3.6,0.6,-12.8,0.7,-1.7,11.0,1.8,2.1,0.0
CS(=O)(=O)N(CC(=O)NCc1ccccn1)c1ccc2c(c1)OCCO2,1.8,0.7,-12.7,1.3,1.0,7.5,-1.9,1.8,4.0
COCCCn1c(=O)c2ccccc2n(CC(=O)NC2CCCC2)c1=O,2.5,4.6,-9.0,0.3,-0.5,5.3,-3.1,-3.5,0.4
COc1cc(C(=S)N2CCOCC2)cc(OC)c1OC(=O)c1ccccc1[N+](=O)[O-],-2.4,15.7,-3.1,9.3,-0.2,3.1,-7.3,-11.4,-1.1
Cc1cc(NC(=O)CSCC(=O)Nc2ccccc2Oc2ccccc2)no1,5.7,8.1,-20.5,5.7,1.9,12.5,-7.8,-1.1,3.6
CCC(C)(C(=O)NC1CCCC1)N(C(=O)Cc1cccs1)c1c(C)n(C)n(-c2ccccc2)c1=O (stereo unspecified),5.4,5.0,-4.7,-0.2,3.3,5.8,8.0,-6.5,0.8
CCOc1ccc(/C=N/N2C(C)CCCC2C)cc1 (stereo unspecified),-0.3,10.0,-2.9,0.4,1.5,6.0,-2.0,-0.8,-4.5
CCOC(=O)c1ccc(NC(=S)Nc2ccc(Cl)cn2)cc1,-3.7,11.3,5.4,0.1,3.5,0.8,-7.8,6.1,1.1
CCOc1cc(/C=C2\C(=N)N3N=C(C)SC3=NC2=O)ccc1OCCOc1cccc(OC)c1,-2.4,6.9,-14.0,3.8,0.9,7.4,-7.8,3.1,0.8
Cn1ncc(Cl)c1C(=O)NCc1ccco1,0.8,2.7,9.2,0.3,-1.4,-1.1,2.6,3.6,-1.4
Cc1cc(C(=O)NCc2cccs2)nn1C,3.5,0.3,-2.2,0.6,1.4,0.9,-1.8,2.8,0.4
O=C(NNc1ccccc1)Nc1cc(Cl)ccc1Cl,-1.1,7.8,-17.0,7.8,-4.6,5.5,19.0*,-6.4,0.1
CC(/C=C\C=C\c1ccccc1)=N\NC(=O)c1cncc(Br)c1,-4.2,5.5,-7.9,2.1,1.0,2.3,-3.9,3.8,0.7
S=c1nc2ccccc2c2nc(-c3ccccc3)[nH]n12,4.8,-6.7,-21.7,4.9,2.0,13.2,3.4,-8.6,4.0
CNC(=O)[C@H]1O[C@@H](n2cnc3c(NCc4cccc(I)c4)nc(Cl)nc32)[C@H](O)[C@@H]1O,0.1,5.3,-19.9,1.2,-1.5,2.1,-6.0,0.9,0.9
NC1(C#Cc2ccc3c(=O)c4ccccc4sc3c2)CCCCC1,7.3,6.9,5.2,1.3,7.9,-3.0,8.2,5.4,-0.1
O=C(NNC(=S)Nc1ccccc1)c1ccccc1[N+](=O)[O-],5.5,1.9,-8.7,2.0,1.7,8.6,4.7,-4.7,2.9
CC(=O)Nc1c2c(nn1-c1cccc(Cl)c1)CS(=O)(=O)C2,3.3,-6.6,-14.1,1.1,-0.7,12.7,3.3,3.1,-0.5
Cc1ccccc1S(=O)(=O)N1[C@@H](c2cccc(Cl)c2)C(C(=O)O)=CC[C@H]1c1ccc(Cl)cc1,1.0,6.3,6.1,3.2,-3.5,-1.1,-5.0,2.3,-6.9
COCCSc1ccccc1C(=O)Nc1ccc(Cl)cn1,10.7,-6.3,-11.1,1.0,-1.1,11.8,1.9,-3.7,-5.8
Cc1cccc(N2CCN(C(=O)c3ccccc3NC(=O)C3CCCCC3C(=O)O)CC2)c1 (stereo unspecified),6.4,-5.0,-7.6,1.9,-1.3,11.7,1.9,-6.5,1.8
c1ccc2c(c1)OCC(c1nnc3sc(-c4ccc5c(c4)OCO5)nn13)O2 (stereo unspecified),6.0,2.1,-2.9,0.2,-0.6,3.2,-4.7,-8.2,-4.9
Cc1nc(Oc2cccc(Cl)c2)c2oc3ccccc3c2n1,4.5,-9.0,-5.8,-1.0,1.8,3.8,10.3,-13.1,-2.3
Cn1nc2c3cc(F)ccc3n(Cc3ccc(F)cc3)cc-2c1=O,-0.3,-2.4,-11.8,-0.5,-0.9,16.9,1.0,5.7,-1.7
CC(=O)Nc1ccc(CNc2nc(NCCN(C)C)nc3cc(-c4ccccc4)sc23)cc1,1.4,0.4,-17.6,0.0,·,8.9,2.6,-15.1,-2.1
COc1ccccc1OCC(=O)Nc1ccc(S(=O)(=O)N2CCCCCC2)cc1,-9.8,13.1,-4.5,10.7,6.8,-8.1,-15.0,8.5,1.3
CC(=O)OC(C(=O)NCc1ccc(F)cc1)c1ccccn1 (stereo unspecified),-0.8,3.8,-2.0,0.3,2.2,1.8,-0.9,6.2,0.5
O=C(COc1ccccc1Cl)N1CCc2ccccc21,2.7,7.2,-8.1,1.1,-1.1,7.7,-2.4,-2.6,-4.7
COc1ccc(C(=O)Nc2ccccc2C(=O)NCCN2CCOCC2)cc1,4.4,-0.1,4.8,2.2,-1.2,-2.5,-2.9,0.9,3.0
Cc1cccc(NC(=O)CSCC(=O)Nc2ccc(S(=O)(=O)N3CCOCC3)cc2)c1,-2.4,11.1,-22.1,3.3,0.9,6.8,-7.5,-12.6,2.3
COc1ccc(CCN2CC(C(=O)Nc3ccc(S(C)(=O)=O)cc3)CC2=O)cc1OC (stereo unspecified),4.3,4.3,15.0,-0.4,-1.1,9.3,-1.5,-7.4,0.3
Cc1ccc(S(=O)(=O)/C(C#N)=C/c2c(N3CCC(C(N)=O)CC3)nc3ccccn3c2=O)cc1,2.8,-4.9,3.1,0.6,-0.7,8.1,8.9,-0.5,1.4

# Three compounds already listed, sorted by the value under CHRM1 PAM, high to low.
smiles | CHRM1 PAM
Cc1cccc(N2CCN(C(=O)c3ccccc3NC(=O)C3CCCCC3C(=O)O)CC2)c1 (stereo unspecified) | 11.7
O=C(COc1ccccc1Cl)N1CCc2ccccc21 | 7.7
CC(=O)OC(C(=O)NCc1ccc(F)cc1)c1ccccn1 (stereo unspecified) | 1.8

# (listing goes on)
SMILES,M4 PAM,CHRM5 antagonist,M1 antag,CHRM4 agonist,CRFBP-R2 agonist,CHRM1 PAM,M5 PAM,CHRM4 antagonist,CHRM5 agonist
CS(=O)(=O)N1N=C(c2ccc(Br)cc2)CC1c1ccc2c(c1)OCO2 (stereo unspecified),1.0,-0.7,0.0,1.5,0.8,-0.4,-2.1,1.2,-2.1
O=c1c2cc([N+](=O)[O-])ccc2nc2n1CCCC2,-2.2,8.3,5.4,1.1,-1.2,3.2,-3.0,7.2,-3.5
COc1ccc(/C=C/c2c([N+](=O)[O-])c(=O)n(C)c(=O)n2C)c(OC)c1OC,-8.1,5.4,1.3,1.0,-1.8,-2.9,-1.7,5.6,-0.1
O=C(CCCOc1ccc(Cl)cc1Cl)Nc1cc(S(=O)(=O)N2CCOCC2)ccc1N1CCOCC1,7.1,9.6,-0.6,0.9,8.2,1.9,-0.5,-14.3,-0.4
Cc1c(C)n(CCCN(C)C)c2ncnc(NCc3ccccc3)c12,-6.2,3.0,-0.5,0.1,1.1,2.3,1.9,10.2,-5.2
O=C(CN1C(=O)c2ccccc2S1(=O)=O)N1CCN(c2cccc(Cl)c2)CC1,12.5,-6.3,-21.4,5.6,2.2,-2.6,0.9,-8.4,0.9
CCN(CC)CCN1C(=O)c2oc3ccccc3c(=O)c2C1c1ccc(C)cc1 (stereo unspecified),11.6,-3.6,-5.3,0.3,2.1,8.2,3.8,2.5,-2.9
Cc1ccc(NC(=O)COC(=O)c2cccc(S(=O)(=O)N3CCCCCC3)c2)cc1,-2.5,5.8,-0.5,4.2,1.5,-2.9,-4.9,-14.5,-0.7
COc1ccc2[nH]c(=O)c(CN(C(=O)c3cccnc3)c3ccccc3C)cc2c1,6.5,5.0,-8.2,2.3,0.0,9.2,2.1,0.6,-0.4
O=C1C2C3C=CC(C4CC34)C2C(=O)N1/N=C/c1ccc([N+](=O)[O-])o1 (stereo unspecified),-1.5,-16.6,6.2,0.4,-1.4,2.0,0.4,2.1,0.1
O=C(COC(=O)COc1ccc(Cl)cc1Br)NCc1cccs1,-1.7,-9.0,-4.7,2.0,-1.4,5.4,-7.7,1.0,-3.2
N#CCCN(C(=O)c1ccco1)c1ccccc1,-3.0,-5.9,-7.6,0.1,-3.0,4.2,-3.4,-11.3,-4.9
COCCn1c(SCc2ccc(OC)c(F)c2)nnc1-c1ccncc1,-8.1,18.9,-18.0,-0.2,0.1,10.5,-1.6,10.8,-2.3
O=C(Nc1cccnc1)c1cc(Br)c(Br)s1,5.7,4.3,1.8,25.7,1.3,2.9,-13.5,-28.5,26.4*
CCOC(=O)C1CCCN(C(=O)Cn2sc3nc(C)cc(C)c3c2=O)C1 (stereo unspecified),-1.8,8.5,-11.1,7.3,-1.2,4.6,-6.6,10.7,8.0
COc1ccc(N2CCN(CC(=O)Nc3ccc(-n4cnnn4)cc3)CC2)cc1,1.4,1.2,-5.5,0.2,-0.4,-1.3,-3.5,-6.2,-0.1
C[C@H](O)[C@@H]1CN2CCc3c([nH]c4ccccc34)[C@@H]2C[C@@H]1N(C)C(=O)OCc1ccccc1,-6.7,-9.9,-0.5,2.7,·,-0.9,7.2,1.4,1.7
Cc1ccc(CSCC(=O)N(C)CC(=O)Nc2ccc(C)cc2)cc1,-2.0,0.6,-0.9,2.3,-0.4,1.5,4.6,5.5,-2.3
CCN(CC)S(=O)(=O)c1cc(NC(=O)CN2CCN(c3ccccn3)CC2)ccc1C,-8.5,-0.6,-10.0,0.1,-0.6,10.0,5.7,7.2,-4.3

# Only CHRM4 antagonist and M5 PAM, for 4 of the compounds above:
canonical_smiles | CHRM4 antagonist | M5 PAM
CCC(C)(C(=O)NC1CCCC1)N(C(=O)Cc1cccs1)c1c(C)n(C)n(-c2ccccc2)c1=O (stereo unspecified) | -6.5 | 8.0
CCOc1ccc(/C=N/N2C(C)CCCC2C)cc1 (stereo unspecified) | -0.8 | -2.0
CCOC(=O)c1ccc(NC(=S)Nc2ccc(Cl)cn2)cc1 | 6.1 | -7.8
CCOc1cc(/C=C2\C(=N)N3N=C(C)SC3=NC2=O)ccc1OCCOc1cccc(OC)c1 | 3.1 | -7.8
